BLM helicase inh = inhibitors of human Bloom syndrome helicase BLM; recombinant BLM DNA unwinding, fluorescence dequenching; P54132; AID 2528; 350,000 compounds, 0.2% hits; Potency, µM (doses to about 56.1 µM), inactives show top-dose activity change, negative = inhibition, hits mostly inhibitors;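 also: potency is read from the fitted curve at half-maximal effect; plate controls were vehicle for no effect and no enzyme for full effect; nearly all actives have a fitted effect of over 35% in size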
APEX1 inh = blocks human APE1 abasic DNA cleavage | P27695 | 350,000 compounds, 0.35% hits | recombinant APE1, TAMRA/BHQ-2 abasic DNA cleavage fluorescence | AID 2517 | Potency, µM (doses to about 65.8 µM), for inactives: top-dose activity change, negative = inhibition, usual class: inhibitors;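 also: potency is read from the fitted curve at half-maximal effect; plate controls were vehicle for no effect and reference inhibitor for full effect; nearly all actives have a fitted effect of over 55% in size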
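Quantitative HTS: incision of a TAMRA/BHQ-2 double-stranded substrate bearing a tetrahydrofuran abasic site by 0.75 nM APE1 raises fluorescence. Substrate 50 nM final, added after 15 min compound preincubation at room temperature; progress as third-minus-first kinetic read difference.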
POLI inh = DNA polymerase iota (human) inhibition | Pol iota fluorescent replication assay, 10 min | Potency, µM (series often up to 115 µM), for the others: at the top dose activity, negative = inhibition, usual class: inhibitors | 390,000 compounds, 1% hits; also: potency is read from the fitted curve at half-maximal effect
Target sequence (Q9UNA4 whole entry, looked up): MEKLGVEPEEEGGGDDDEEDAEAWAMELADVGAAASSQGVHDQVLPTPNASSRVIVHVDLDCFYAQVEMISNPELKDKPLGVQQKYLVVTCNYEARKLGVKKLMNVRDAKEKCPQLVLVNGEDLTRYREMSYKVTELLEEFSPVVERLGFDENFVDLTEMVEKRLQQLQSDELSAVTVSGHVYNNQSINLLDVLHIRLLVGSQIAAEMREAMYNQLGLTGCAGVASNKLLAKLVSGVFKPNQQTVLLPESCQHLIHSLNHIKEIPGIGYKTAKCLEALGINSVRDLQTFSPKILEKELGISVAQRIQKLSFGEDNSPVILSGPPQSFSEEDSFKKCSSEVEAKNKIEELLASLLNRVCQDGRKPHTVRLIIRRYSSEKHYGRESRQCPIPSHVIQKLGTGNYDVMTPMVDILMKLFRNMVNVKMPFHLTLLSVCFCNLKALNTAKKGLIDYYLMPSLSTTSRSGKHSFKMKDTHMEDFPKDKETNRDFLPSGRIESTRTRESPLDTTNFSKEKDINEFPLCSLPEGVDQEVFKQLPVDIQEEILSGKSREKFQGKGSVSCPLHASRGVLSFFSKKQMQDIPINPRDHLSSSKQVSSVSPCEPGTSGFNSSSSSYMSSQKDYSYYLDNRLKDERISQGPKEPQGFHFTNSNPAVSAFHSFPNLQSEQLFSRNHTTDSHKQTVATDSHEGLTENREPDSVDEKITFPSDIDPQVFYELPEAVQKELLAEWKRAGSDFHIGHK
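Fluorescent replication assay read twice, at 0 min and 10 min after adding 50 nM (final) substrate. Enzyme (10 nM) and compounds were first incubated 15 min at room temperature; enzyme-free buffer wells were negative controls.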
GRP78 ERSR act = inducers of ER stress response in human glioma cells | U87-MG GRP78 promoter luciferase reporter, 16 h | Potency, µM, for the others: at the highest dose activation, actives largely listed as activators | 420,000 compounds, 0.02% hits; also: potency is read from the fitted curve at half-maximal effect; series mostly up to about 76 µM; % of control where 0% means no effect; nearly all actives have a fitted effect of over 35% in size
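Stably transfected U87-MG glioma cells carrying a GRP78-based luciferase sensor; 16 h compound incubation. Luminescence end-point read 10 min after Bright-Glo addition at room temperature.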
Pol beta inh = blocks human DNA polymerase beta activity | P06746 | Pol beta primer extension/strand displacement, fluorescence kinetic | Potency, µM (highest dose often 114 µM), inactives show top-dose activity change, negative = inhibition, actives largely listed as inhibitors | 340,000 compounds, 1.3% hits | AID 485314; also: potency is read from the fitted curve at half-maximal effect; % is scaled to controls: 0 for no effect and ±100 for the full control effect
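Reaction started by 50 nM substrate onto compound-treated Pol beta (10 nM, 15 min preincubation, room temperature); plates read at 0 min and 10 min. Normalized concentration-effect data fitted by four-parameter Hill equation.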
LDHA block = LDHA (human) enzyme inhibition; P00338; activity change, % (values are at about 110 or 230 µM); AID 1347041; purified LDHA, NADH/diaphorase-resazurin fluorescence; active compounds read low; 480,000 compounds, 0.15% hits; in the data active = activity change below about -30%; inconclusive = mostly about -25% to -30%;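 also: plate controls were DMSO wells for no effect and wells without enzyme for full effect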
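Human LDH5 (2 nM) was incubated with 0.06 mM NADH and 0.2 mM pyruvate for 5 min at room temperature in Tris pH 7.4. Remaining NADH was coupled through diaphorase/resazurin, and resorufin fluorescence was read at 0 and 20 min.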
POLH inh = inhibitors of human DNA polymerase eta. Potency, µM (doses to about 114 µM), for the others: at the highest dose activity change, negative = inhibition, actives largely listed as inhibitors. 390,000 compounds, 1.2% hits. recombinant Pol eta, fluorescent DNA replication assay. Q9Y253; also: potency is read from the fitted curve at half-maximal effect; % is scaled to controls: 0 for no effect and ±100 for the full control effect
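Fluorescent replication assay: 50 nM final substrate added after a 15 min room-temperature compound preincubation with 10 nM enzyme. Signal taken at 0 min and again at 10 min.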
Apoferritin bind = candidate novel general anesthetic via apoferritin binding; P02791; apoferritin/1-aminoanthracene competitive binding, fluorescence; Potency, µM (top dose mostly 77.5 µM), for the others: at the top dose activity change, negative = displacement, most hits filed as inhibitors; 350,000 compounds, 0.074% hits; AID 485281; also: potency is read from the fitted curve at half-maximal effect; % is scaled to controls: 0 for no effect and ±100 for the full control effect; nearly all actives have a fitted effect of over 20% in size
Target sequence (P02791 2-175 limits assumed): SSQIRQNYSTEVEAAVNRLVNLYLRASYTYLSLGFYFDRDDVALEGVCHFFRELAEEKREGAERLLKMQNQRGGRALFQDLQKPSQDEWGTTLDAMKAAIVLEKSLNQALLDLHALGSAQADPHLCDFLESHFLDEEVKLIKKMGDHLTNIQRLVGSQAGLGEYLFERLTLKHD
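Concentration-response curves derived by four-parameter Hill fitting of normalized fluorescence, where compounds displaced 1-AMA from 10 uM horse apoferritin following a brief 10 min room-temperature incubation; propofol titration acted as positive control.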
POLK inh = DNA polymerase kappa (human) inhibition | Q9UBT6 | purified Pol kappa, fluorescent DNA synthesis assay, 10 min | Potency, µM (highest dose often 107 µM), without a hit: at the top dose activity, negative = inhibition, usual class: inhibitors | 400,000 compounds, 0.53% hits; also: potency is read from the fitted curve at half-maximal effect; % is scaled to controls: 0 for no effect and ±100 for the full control effect
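Kinetic fluorescence screen: compound preincubated 15 min RT with 10 nM enzyme; 50 nM substrate (final) initiates; reads at 0/10 min.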
Starred values were filed as active, the others as inactive; ? = inconclusive; / = not tested or not shown; [ ] = dose if it differs, or a comment. Unless noted, calls follow the shape of the dose curve; as a rule, active = well fitted curve in the direction sought with a large enough effect; inconclusive = small, poorly fitted or top-dose-only effect, or another doubt; inactive = no such curve, though single readings can be large; an effect the other way counts as inactive or inconclusive. Not all compounds are listed; the hit share may differ from the screen's.

SMILES	BLM helicase inh	APEX1 inh	POLI inh	GRP78 ERSR act	Pol beta inh	LDHA block	POLH inh	Apoferritin bind	POLK inh
CCOc1ccc(Cn2c(C)nc([N+](=O)[O-])c2SCC(O)CCl)cc1[N+](=O)[O-] (stereo unspecified)	2%	-1%	13%	-3%	0%	-1	-2%	-20%	-10%
CSC(=S)NCc1cccnc1	-5%	-5%	12%	-7%	23%	-4	6%	-19%	-4%
CCn1c(/C(C#N)=C(\O)CCc2ccccc2)nc2ccccc21	-2%	6%	-7%	-2%	5%	-9	0%	-3%	-8%
COc1ccc(C2=CC(c3c(C)nn(-c4ccccc4)c3Cl)n3nnnc3N2)cc1OC (stereo unspecified)	-3%	-4%	10%	-7%	-3%	-4	-18%	181%[activator]	-15%
N#Cc1cc2ccccc2nc1SCC(=O)NC1CC1	-2%	74%	41%[activator]	1%	-1%	1	-14%	17%	11%
N#CC1=C(SCc2ccccc2Cl)NC(=O)C(C(N)=O)C1 (stereo unspecified)	3%	10%	-4%	-3%	2%	-9	13%	-5%	-7%
CCCCn1c(SCC2CCCCO2)nc2cc(S(N)(=O)=O)ccc21 (stereo unspecified)	-4%	1%	-2%	-5%	0%	0	-13%	-16%	-5%
CCn1c(N2CCN(CC(=O)c3c(C)n(C)c4ccccc34)CC2)nc2c1c(=O)[nH]c(=O)n2C	-9%	-3%	1%	-3%	0%	-3	6%	-14%	2%
CCCCCC(=O)Nc1cccc(C2=NOC3(C2)C[C@@H](C(N)=O)N(C(=O)c2cc([N+](=O)[O-])cc([N+](=O)[O-])c2)C3)c1 (stereo partly specified)	-2%	-2%	1%	-3%	-2%	7	-21%	-24%	-5%
CCC1CCCCN1S(=O)(=O)c1ccccc1[N+](=O)[O-] (stereo unspecified)	-3%	1%	14%	-4%	-14%	-4	-3%	?	-9%
Cc1ccc(N/N=C(\C#N)C(=N)N2CCOCC2)cc1	-2%	0%	31%[activator]	4%	-9%	-4	-1%	-20%	-5%
CCCCS(=O)(=O)N1CCCC(C(=O)NCCc2ccccc2)C1 (stereo unspecified)	1%	-6%	9%	-4%	0%	-3	-2%	-9%	-9%
Cc1ccc(OC(=O)c2cncc(Br)c2)c(C)c1	2%	-16%	17%	-1%	-29%	-3	2%	?	-2%
Cc1c(OCC(=O)N(C)c2ccccc2)ccc2c3c(c(=O)oc12)CCC3	0%	-12%	29%	-3%	-2%	-8	-2%	-7%	8%
Cc1cc(Sc2nnc(N)s2)c2ccccc2n1	-1%	0%	-15%	-12%	12%	-11	2%	12%	-17%

A second format for part of the listing above:
Second line of a record – BLM helicase inh, APEX1 inh, POLI inh, GRP78 ERSR act, Pol beta inh, LDHA block, POLH inh, Apoferritin bind, POLK inh
- CSC(=S)NCc1cccnc1
  -5%, -5%, 12%, -7%, 23%, -4, 6%, -19%, -4%
- CCn1c(/C(C#N)=C(\O)CCc2ccccc2)nc2ccccc21
  -2%, 6%, -7%, -2%, 5%, -9, 0%, -3%, -8%
- COc1ccc(C2=CC(c3c(C)nn(-c4ccccc4)c3Cl)n3nnnc3N2)cc1OC (stereo unspecified)
  -3%, -4%, 10%, -7%, -3%, -4, -18%, 181%[activator], -15%
- N#Cc1cc2ccccc2nc1SCC(=O)NC1CC1
  -2%, 74%, 41%[activator], 1%, -1%, 1, -14%, 17%, 11%
- N#CC1=C(SCc2ccccc2Cl)NC(=O)C(C(N)=O)C1 (stereo unspecified)
  3%, 10%, -4%, -3%, 2%, -9, 13%, -5%, -7%
- CCCCn1c(SCC2CCCCO2)nc2cc(S(N)(=O)=O)ccc21 (stereo unspecified)
  -4%, 1%, -2%, -5%, 0%, 0, -13%, -16%, -5%
- CCn1c(N2CCN(CC(=O)c3c(C)n(C)c4ccccc34)CC2)nc2c1c(=O)[nH]c(=O)n2C
  -9%, -3%, 1%, -3%, 0%, -3, 6%, -14%, 2%
- CCCCCC(=O)Nc1cccc(C2=NOC3(C2)C[C@@H](C(N)=O)N(C(=O)c2cc([N+](=O)[O-])cc([N+](=O)[O-])c2)C3)c1 (stereo partly specified)
  -2%, -2%, 1%, -3%, -2%, 7, -21%, -24%, -5%
- CCC1CCCCN1S(=O)(=O)c1ccccc1[N+](=O)[O-] (stereo unspecified)
  -3%, 1%, 14%, -4%, -14%, -4, -3%, ?, -9%
- Cc1ccc(N/N=C(\C#N)C(=N)N2CCOCC2)cc1
  -2%, 0%, 31%[activator], 4%, -9%, -4, -1%, -20%, -5%
- CCCCS(=O)(=O)N1CCCC(C(=O)NCCc2ccccc2)C1 (stereo unspecified)
  1%, -6%, 9%, -4%, 0%, -3, -2%, -9%, -9%
- Cc1ccc(OC(=O)c2cncc(Br)c2)c(C)c1
  2%, -16%, 17%, -1%, -29%, -3, 2%, ?, -2%

(next part)
SMILES	BLM helicase inh	APEX1 inh	POLI inh	GRP78 ERSR act	Pol beta inh	LDHA block	POLH inh	Apoferritin bind	POLK inh
COc1ccccc1NC(=O)Nc1c(C)nn(C)c1C	-4%	?	70%[activator]	-2%	0%	-10	-18%	-2%	-9%
CC(C)(C)c1ccc(C(=O)NN2C(=O)CSC2=S)cc1	-4%	1%	-7%	-6%	-1%	-4	-34%	7%	1%
COc1ccc2[nH]c3nc(SCc4nnc(-c5ccccc5)o4)nnc3c2c1	-16%	-1%	8%	-4%	22µM*	-7	-32%	-20%	-12%
O=[N+]([O-])c1ccc(/C=N/NC(=S)Nc2ccccc2C(F)(F)F)o1	-3%	5%	-7%	-5%	?	3	?	-9%	-22%
NC(=O)CSc1nnc(-c2ccc(S(=O)(=O)N3CCCC3)cc2)n1Cc1ccco1	-1%	-2%	13%	-8%	29%	-7	-14%	-17%	-6%
O=C(CN1c2ccccc2Sc2ccccc21)NNC(=S)Nc1ccc(Cl)cc1Cl	-3%	-3%	?	3%	17%	-13	-15%	-3%	-42%
CCc1ccccc1NC(=O)C1=CC(c2ccc3c(c2)OCO3)=NS(=O)(=O)N1C	-19%	/	128%[activator]	1%	-1%	-3	-12%	-7%	6%
C[C@H](CO)N1C[C@H](C)[C@@H](CN(C)C(=O)Nc2ccc3c(c2)OCO3)Oc2c(NC(=O)C3CCCCC3)cccc2C1=O	/	20%	72%[activator]	1%	/	3	-11%	/	-22%
Nc1nc(Nc2ccc(Cl)cc2)nc(NCc2ccco2)c1[N+](=O)[O-]	?	16%	?	?	28%	0	-24%	-12%	-4%
O=C(CCCN1C(=O)NC2(CCCC2)C1=O)NCc1ccccc1	/	12%	16%	-3%	/	-12	-18%	/	-8%
O=C(Cc1cccs1)NCc1ccncc1	-1%	2%	15%	-2%	12%	-3	2%	0%	4%
COc1ccc(-c2cc(-c3ccccc3)nc(NN)n2)cc1OC	2%	46%[activator]	5%	-4%	-1%	-2	-8%	14%	0%
Cc1noc(C)c1NC(=O)Nc1ccc2c(c1)C(=O)N([C@H](C)CO)C[C@H](C)[C@@H](CN(C)C(=O)Nc1c(C)noc1C)O2	/	22%	10%	-5%	/	-6	3%	/	-8%
CCOC(=O)C(C)c1ccc2cc(OC)ccc2c1 (stereo unspecified)	-4%	7%	4%	6%	28%	-4	-3%	-21%	-1%
CC(C)CN(C(=O)CCCc1nc2ccccc2c(=O)[nH]1)c1c(N)n(Cc2ccccc2)c(=O)[nH]c1=O	/	-1%	29%	-2%	/	-15	-13%	/	2%
COc1ccc(CCC(C)NCC(C)c2ccccc2)cc1 (stereo unspecified)	1%	-24%	21%	1%	-35%	5	-12%	-12%	0%
COc1cccc(OC)c1OCCCOc1c(OC)cccc1OC	-4%	3%	5%	-6%	3%	-1	2%	-4%	-23%
COc1cc(C(=S)N2CCOCC2)ccc1OC(=O)c1ccc(Br)cc1	-7%	11%	-12%	-4%	-11%	0	-16%	?	-7%
Cc1cc(C(=O)COC(=O)CNS(=O)(=O)c2ccc3ccccc3c2)c(C)n1-c1ccccc1	-1%	0%	10%	-5%	4%	1	?	9%	-6%
Cc1cc(OC(=O)c2cc(-c3ccc4c(c3)OCCO4)on2)ccc1Cl	-5%	/	-2%	?	-5%	-11	5%	-6%	-7%
Cc1ccccc1NC(=S)N(C)CCc1ccccn1	2%	4%	27%	1%	-8%	-14	-18%	-5%	-1%
O=C(C1=C[C@H](c2ccc3c(c2)OCO3)C[C@H](OCCCCO)O1)N1CCOCC1	1%	-1%	11%	-1%	1%	5	-3%	-9%	8%
Cc1cc(C(=O)CCC(=O)NCc2ccccc2F)c(C)s1	/	-6%	20%	1%	/	-7	-4%	/	-18%
CCOC(=O)c1nnn2c1nc(Nc1cccc(C(F)(F)F)c1)c1ccccc12	-3%	6%	3%	-3%	12%	4	-21%	1%	-9%
COc1ccc(CNC(=O)C[C@H]2C[C@H](C(=O)N3CCCCC3)[C@@]3(CCc4ccccc4)c4[nH]c5ccc(Cl)cc5c4CCN3C2=O)cc1OC	/	26%	14%	-1%	/	5	-20%	/	7%
Nc1cnc(Br)cc1Br	-1%	1%	18%	1%	6%	-2	-10%	3%	-15%
Cn1c(-c2ccccc2)cnc1NCc1ccc(-c2ccccc2)cc1	-2%	-12%	39%[activator]	0%	-15%	-10	-21%	?	10%
CCOC(=O)N1CCN(C(=O)c2nn(-c3cc(OC)cc(OC)c3)c(=O)c3ccccc23)CC1	-3%	1%	/	/	-19%	/	/	-12%	/

Screening data from PubChem BioAssay.
